Shiga inhibitor: Shiga toxin inhibition; Vero cells, Shiga toxin protein synthesis inhibition reporter; inhibition, % at 38.7 µM; actives 9.2% (n = 290,000); AID 2315; in the data active = inhibition mostly above about 28%, no sharp cut-off; inactive = mostly below about 43%; also: 0% is about no effect
FBPA Giardia inh: Giardia lamblia aldolase inhibition; A8B2U2; purified Giardia FBPA; Potency, µM (top dose mostly 59.6 µM), for the others: top-dose activity, negative = inhibition, usual class: inhibitors; actives 0.71% (n = 290,000); also: potency is read from the fitted curve at half-maximal effect; % is scaled to controls: 0 for no effect and ±100 for the full control effect; nearly all actives have a fitted effect of over 55% in size
Target sequence (A8B2U2 whole entry, looked up): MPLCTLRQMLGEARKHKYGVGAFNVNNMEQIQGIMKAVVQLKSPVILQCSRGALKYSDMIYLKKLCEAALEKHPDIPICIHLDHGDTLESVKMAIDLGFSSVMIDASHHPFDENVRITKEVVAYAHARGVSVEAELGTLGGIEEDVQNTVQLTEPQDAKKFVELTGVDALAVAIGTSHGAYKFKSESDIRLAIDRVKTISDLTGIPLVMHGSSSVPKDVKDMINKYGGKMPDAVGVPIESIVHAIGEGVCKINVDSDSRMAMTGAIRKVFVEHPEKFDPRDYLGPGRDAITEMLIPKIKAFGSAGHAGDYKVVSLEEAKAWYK
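Giardia FBPA (40 nM reagent) was preincubated 10 min at RT with compound (up to 57.5 uM final), then substrate plus GAPDH/TPI/NAD/arsenate coupling system with diaphorase/resazurin was added; resorufin fluorescence (525/598 nm) was read after 20 min.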
AmpC no deterg: AmpC beta-lactamase inhibition without detergent; Potency, µM (titrated, usually from 57.1 µM), without a hit: at the top dose activity change, negative = inhibition, most hits filed as inhibitors; P00811; actives 0.52% (n = 330,000); AmpC nitrocefin hydrolysis, absorbance 480 nm, 0.0001% Triton;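 also: potency is read from the fitted curve at half-maximal effect; plate controls were no compound for no effect and no enzyme for full effect; nearly all actives have a fitted effect of over 20% in size; some results filed as inactive show a strong effect at the top dose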
Target sequence (P00811 whole entry, looked up): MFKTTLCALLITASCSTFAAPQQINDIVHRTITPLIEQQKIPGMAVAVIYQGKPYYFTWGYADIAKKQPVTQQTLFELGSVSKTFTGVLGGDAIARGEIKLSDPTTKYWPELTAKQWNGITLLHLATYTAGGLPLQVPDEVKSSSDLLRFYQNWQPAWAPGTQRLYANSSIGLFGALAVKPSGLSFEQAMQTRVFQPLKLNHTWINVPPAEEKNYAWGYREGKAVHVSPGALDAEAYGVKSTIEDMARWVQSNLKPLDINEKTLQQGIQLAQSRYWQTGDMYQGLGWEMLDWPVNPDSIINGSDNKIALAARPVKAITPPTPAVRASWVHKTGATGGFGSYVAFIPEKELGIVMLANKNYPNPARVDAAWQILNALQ
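20 mM phosphate pH 7.0 + 0.01% (detergent screen) or 0.0001% Triton X-100; 5.3 nM AmpC reagent; cpd preinc 15 min RT; nitrocefin (800 uM stock) to start; A480 q20 s × 4 min; Activity was normalised to no-enzyme and no-compound control wells.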
Cycloheximide cs: counter-screen hit for Shiga toxin inhibitors, cycloheximide; cell reporter, cycloheximide protein synthesis inhibition counterscreen; max response, %; actives 12% (n = 300,000); in the data active = max response mostly above about 13%, no sharp cut-off; inactive = mostly below about 14%; also: read at 38.3 µM for the half of the compounds with a filed dose; 0% is about no effect
AMA1-RON2 inh: AMA1-RON2 (P. falciparum) interaction inhibition; AlphaScreen AMA1-biotinylated RON2 peptide binding; actives 0.2% (n = 360,000); Potency, µM (titrated, usually from 58.2 µM), for the others: at the highest dose activity change, negative = inhibition, most hits filed as inhibitors;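 also: potency is read from the fitted curve at half-maximal effect; 0% = vehicle wells and -100% = peptide control; nearly all actives have a fitted effect of over 45% in size; some results filed as inactive show a strong effect at the top dose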
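AMA1 (3D7) with his tag at 25 nM final met compounds first, then biotinylated RON2 peptide at 25 nM; detection used donor plus acceptor beads, 10 µg/mL apiece, read by AlphaScreen after 30 min at room temperature.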
AmpC detergent: AmpC beta-lactamase inhibition with detergent present; Potency, µM (titrated, usually from 114 µM), inactives show top-dose activity change, negative = inhibition, most hits filed as inhibitors; P00811; AmpC hydrolysis of nitrocefin, absorbance 480 nm, 0.01% Triton; actives 0.041% (n = 370,000);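 also: potency is read from the fitted curve at half-maximal effect; 0% = no-compound wells and -100% = no-enzyme wells; nearly all actives have a fitted effect of over 25% in size; some results filed as inactive show a strong effect at the top dose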
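20 mM phosphate pH 7.0 + 0.01% (detergent screen) or 0.0001% Triton X-100; 5.3 nM AmpC reagent; cpd preinc 15 min RT; nitrocefin (800 uM stock) to start; A480 q20 s × 4 min; Activity was normalised to no-enzyme and no-compound control wells.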
HCMV inh: human cytomegalovirus inhibition. HFF cells, HCMV-luciferase reporter, 72 h; hits give low values. activity change, negative = inhibition, % at 57.5 µM. actives 4.5% (n = 410,000). AID 1259415; in the data active = activity change below about -60%; inconclusive = no clear call, values can overlap the other calls; inactive = above about -39%; also: % is scaled to controls: 0 for no effect and ±100 for the full control effect
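Luciferase read-out from HCMV-luciferase-infected HFFs (MOI 1 PFU/cell) 72 h post infection at 37C; compounds added after 16 h cell attachment; activity normalized between buffer-only basal and Salinomycin (10uM) inhibitor controls.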
* hit, by the source's call; ? = inconclusive; nt = no result given; & = joins results of further samples; [ ] = dose if it differs, or a comment. Unless noted, calls follow the shape of the dose curve; as a rule, active = well fitted curve in the direction sought with a large enough effect; inconclusive = small, poorly fitted or top-dose-only effect, or another doubt; inactive = no such curve, though single readings can be large; an effect the other way counts as inactive or inconclusive.

No.	mol	AMA1-RON2 inh	Cycloheximide cs	AmpC no deterg	HCMV inh
1	CNC(=O)CSc1nnc(-c2ccco2)n1-c1ccccc1OC	-7%	-1	-3%	83
2	O=C(NN=C1CCN(Cc2ccccc2)CC1)c1cc(Br)ccc1O	80%[activator]	4	-56%	-34
3	c1ccc2c(c1)OCC(c1nn3c(Cn4nnc5ccccc54)nnc3s1)O2 (stereo unspecified)	8%	4	-5%	-19
4	COC(=O)[C@@]12CCCCN1[C@H](c1ccc(-c3ccc(F)cc3)c(OC)c1)[C@@H]1C(=O)N(C)C(=O)[C@@H]12	-2%	nt	225%[activator]	-3
5	Cc1ccc(C(=O)NN2C(=O)C3C(C2=O)C2C=CC3C23CC3)cc1 (stereo unspecified)	5%	-4	-5%	-23
6	Cc1ccc2c(ccc[n+]2CC(=O)c2ccccc2)c1	9%	-2	-29%	63
7	CCCNc1nc(OC(C(F)(F)F)C(F)(F)F)nc(OC(C(F)(F)F)C(F)(F)F)n1	-1%	-4	-20%	-1
8	CCN1CCN(C(=O)NCc2ccccc2)CC1	-2%	-1	-2%	-30
9	O=C1NC(=S)S/C1=C/c1ccc(Oc2cnccn2)cc1	3%	2	-34%	44
10	Cc1csc(N(C)C(=O)CSc2nnc(COc3ccccc3C)o2)n1	1%	-2	88%[activator]	13
11	Cc1c(C(=O)N2CCN(c3ccc(F)cc3)CC2)oc2c1C(=O)CCC2	-2%	-3	31%	0
12	COc1ccc(C(=O)NCCc2nnc(SCC(=O)Nc3ccc(Br)cc3)n2C)cc1	-2%	4	73%[activator]	29

No.	Shiga inhibitor	AmpC detergent	FBPA Giardia inh
1	-6	-9%	-4%
2	18	2%	8%
3	12	2%	15%
4	nt	2%	nt
5	10	7%	2%
6	-7	-6%	3%
7	-15	0%	1%
8	-14	4%	-29%
9	-10	-8%	12%
10	-9	2%	0%
11	-4	2%	nt
12	11	5%	5%

Later entries
No.	mol	AMA1-RON2 inh	Cycloheximide cs	AmpC no deterg	HCMV inh
13	CCc1ccccc1OCCCCCNCCO	-2%	-2	-6%	-25
14	CC(=O)C(Cc1ccccc1)NC(=O)COC(=O)CCN1C(=O)C2CC=CCC2C1=O (stereo unspecified)	-3%	nt	0%	-15
15	O=S(=O)(NCCc1cn2ccccc2n1)c1ccc2c(c1)CCCC2	10%	-4	-24%	12
16	Fc1ccccc1CCNCc1cccc2ccccc12	7%	18*	2%	20
17	Cc1c(C(=O)NC(C)c2ccc(-n3ccnc3)cc2)cccc1[N+](=O)[O-] (stereo unspecified)	60%[activator]	1	0%	19
18	O=c1[nH]c(N/N=C\c2ccc3c(c2)OCO3)nc2ccccc12	0%	53*	-3%	208
19	Cc1cccc(CS(=O)(=O)c2ncc(CO)n2C)c1	-4%	-3	-4%	25
20	Cc1ccc(-n2nc3c(c2NC(=O)C2CC2)CS(=O)(=O)C3)cc1C	3%	6	-34%	86
21	Cc1[nH]c2ccccc2c1C(=O)C(=O)NCc1ccco1	0%	2	-11%	-6
22	O=C(CSc1ncccn1)NCc1ccc(F)cc1	-2%	19	-12%	34
23	O=C(Nc1nnc(-c2ccco2)o1)c1ccc([N+](=O)[O-])s1	63%[activator]	-2	-13%	-38
24	COc1cccc2sc(N3CCN(C(=O)c4ccc([N+](=O)[O-])o4)CC3)nc12	-25%	nt	156%[activator]	nt

No.	Shiga inhibitor	AmpC detergent	FBPA Giardia inh
13	-9	?	-10%
14	nt	-11%	nt
15	-11	-9%	-3%
16	26	6%	-7%
17	-24	4%	nt
18	54*	-8%	-9%
19	2	-9%	2%
20	18	-10%	nt
21	-7	5%	6%
22	41	-10%	4%
23	31	-5%	?
24	nt	-2%	nt

Gathered by group, those above with a nitro group on carbon
No.	mol	AMA1-RON2 inh	Cycloheximide cs	AmpC no deterg	HCMV inh
17	Cc1c(C(=O)NC(C)c2ccc(-n3ccnc3)cc2)cccc1[N+](=O)[O-] (stereo unspecified)	60%[activator]	1	0%	19
23	O=C(Nc1nnc(-c2ccco2)o1)c1ccc([N+](=O)[O-])s1	63%[activator]	-2	-13%	-38
24	COc1cccc2sc(N3CCN(C(=O)c4ccc([N+](=O)[O-])o4)CC3)nc12	-25%	nt	156%[activator]	nt

No.	Shiga inhibitor	AmpC detergent	FBPA Giardia inh
17	-24	4%	nt
23	31	-5%	?
24	nt	-2%	nt

Another view of part of the listing above.
Every second line gives: AMA1-RON2 inh, Cycloheximide cs, AmpC no deterg, HCMV inh, Shiga inhibitor, AmpC detergent, FBPA Giardia inh
20. Cc1ccc(-n2nc3c(c2NC(=O)C2CC2)CS(=O)(=O)C3)cc1C
→ 3%, 6, -34%, 86, 18, -10%, nt
21. Cc1[nH]c2ccccc2c1C(=O)C(=O)NCc1ccco1
→ 0%, 2, -11%, -6, -7, 5%, 6%

More structures follow.
No.	mol	AMA1-RON2 inh	Cycloheximide cs	AmpC no deterg	HCMV inh
25	Cc1ccc(-c2nnc(NC(=O)c3ccc([N+](=O)[O-])o3)o2)c(C)c1	38%[activator]	nt	-16%	?
26	O=C(CN1C(=O)c2ccccc2C1=O)N1CCN(S(=O)(=O)c2ccccc2)CC1	4%	-1	-4%	16
27	Cn1ncc2c(Nc3ccc(-c4ccccc4)cc3)ncnc21	2%	41*	71%[activator]	?
28	COc1ccccc1OCC(=O)N1CCN(c2ccccc2OC)CC1	9%	9	nt	-9
29	Cc1c(NC(=O)c2ccc(Cl)c(S(=O)(=O)N3CCCCC3)c2)c(=O)n(-c2ccccc2)n1C	-5%	-3	-6%	-32
30	CC(OC(=O)Cc1ccc(Cl)cc1)C(=O)NCCC1=CCCCC1 (stereo unspecified)	2%	-3	-4%	-17
31	COc1cc2cnc(-c3ccccc3)c(C(=O)c3ccc(OCc4ccccc4)cc3)c2cc1OC	-2%	nt	28%	18
32	CCOC(=O)c1ccc(NC(=O)c2cccnc2)cc1	-11%	38*	11%	11
33	CN(C(=O)c1cccc(C#N)c1)c1nnc(C2CCCO2)s1 (stereo unspecified)	16%	-5	-4%	-10
34	COc1ccc(-n2nc(C(C)=O)c(=O)[nH]c2=O)cc1	11%	1	-3%	?
35	COC(=O)[C@H](CC(C)C)NC(=O)Cn1cnc2c(SC)nc(N)nc21	2%	nt	-12%	21
36	CC(C)CC(=O)N1CCN(S(=O)(=O)c2ccc(F)cc2)CC1	0%	-1	-12%	?

No.	Shiga inhibitor	AmpC detergent	FBPA Giardia inh
25	nt	-12%	nt
26	-9	-8%	nt
27	76*	?	-6%
28	-11	-6%	9%
29	-3	-12%	-6%
30	-12	2%	0%
31	nt	nt	nt
32	54*	-3%	9%
33	-16	-13%	-2%
34	15	3%	-13%
35	nt	nt	nt
36	14	2%	0%

Other entries:
No.	mol	AMA1-RON2 inh	Cycloheximide cs	AmpC no deterg	HCMV inh
37	COCCNC(=O)CN(C(=O)Cn1nnc2ccccc21)c1ccccc1	5%	-3	-10%	60
38	CCN(CC(=O)Nc1c(F)cccc1F)C(=O)c1cccnc1Sc1ccccc1	-12%	nt	-4%	-28
39	CCCCOc1ccc(C2(C)NC(=O)N(C)C2=O)cc1 (stereo unspecified)	-7%	-1	3%	42
40	Cc1cc(/C=C(\C#N)C(=O)NC2CCCCCC2)c(C)n1C	-12%	7	-29%	-36
41	C=CCN(CC=C)CCCOc1ccc(C)cc1OC	-25%	10	-11%	22
42	CCOC(=O)c1sc(NC(=O)c2cc(-c3ccccc3C)nc3ccccc23)c(C#N)c1C	-11%	4	-42%	-105*
43	CC(C)CN(C(=O)COC(=O)C12CC3CC(CC(C3)C1)C2)c1c(N)n(Cc2ccccc2)c(=O)[nH]c1=O	1%	nt	-9%	-84*
44	O=C(Nc1nn[nH]n1)c1cccc(Oc2ccccc2)c1	13%	-2	-22%	5
45	CCOC(=O)C1CCN(C(=O)CCCCn2c(=O)[nH]c3ccccc3c2=O)CC1	0%	-3	-8%	-79*
46	O=C(C[C@H]1C/C=C\C[C@@H](Cc2ccc(F)cc2)C(=O)OC[C@@H](Cc2c[nH]c3ccccc23)NC1=O)NCCO	-6%	nt	310%[activator]	-12
47	CCOC(=O)N1CCC(N2CCCC(CO)(Cc3ccccc3C)C2)CC1 (stereo unspecified)	-6%	-1	30%	-25
48	C=C1c2ccccc2O[C@H](C(=O)OCC)[C@@H]1C1CCCCC1	13%	nt	-12%	-4

No.	Shiga inhibitor	AmpC detergent	FBPA Giardia inh
37	-12	-9%	-1%
38	nt	3%	nt
39	30	-1%	4%
40	51	?	4%
41	7	-8%	?
42	5	1%	3%
43	nt	5%	nt
44	-10	0%	-5%
45	-18	0%	2%
46	nt	nt	nt
47	-3	-11%	2%
48	nt	nt	nt

Further structures
No.	mol	AMA1-RON2 inh	Cycloheximide cs	AmpC no deterg	HCMV inh
49	COc1ccc(CSc2ccc(S(=O)(=O)N3CCCCC3)cn2)cc1F	-1%	nt	-20%	-8
50	CC1(C)N=C(SCC(=O)Nc2ccccc2)C(c2ccc(Cl)cc2)=N1	-4%	6	67%[activator]	-66*
51	CCOc1cc(CO)cc(Br)c1OCC(N)=O	-2%	-3	-7%	-30
52	Cc1ccc(NS(=O)(=O)c2ccc(-c3ccc(=O)[nH]n3)o2)c(C)c1	-8%	-2	-12%	?
53	O=C(CN1CCCCC1)Nc1ccccc1NC(=O)CN1CCCCC1	40%[activator]	-4	6%	26
54	Cc1ncoc1C(=O)N1CCCC(C(=O)c2cccc(C(F)(F)F)c2)C1 (stereo unspecified)	8%	-1	26%	?
55	Cc1cc(NCCOCCO)n2ncc(-c3ccc(Cl)cc3)c2n1	-3%	23*	156%[activator]	92
56	COC(=O)c1nc(N)sc1-c1ccccc1	15%	-1	-8%	96
57	CC(=O)Nc1ccc(S(=O)(=O)N2CCC(C(=O)NCCC(=O)Nc3nccs3)CC2)cc1	-2%	-2	-14%	0
58	CCN(CCCNC(=O)Cn1ncc2c([nH]c3ccc(C)cc32)c1=O)c1cccc(C)c1	0%	5	-19%	13
59	Cc1cc(C)c2c(CN3CCN(C/C=C/c4ccccc4)CC3)cc(=O)oc2c1	-25%	-3	76%[activator]	45
60	c1cnc(N2CCN(c3ccc4ccccc4n3)CC2)nc1	-1%	53*	3%	148
61	CCN1CCN(Cc2cc(Br)ccc2O)CC1	-5%	0	-21%	-13
62	Cc1cccc(-c2noc(CN(C(=O)c3c(-c4ccccc4Cl)noc3C)C(C)C)n2)c1	-1%	0	37%	17

No.	Shiga inhibitor	AmpC detergent	FBPA Giardia inh
49	nt	-10%	nt
50	-22	2%	0%
51	-9	-1%	5%
52	-12	?	4%
53	6	5%	1%
54	8	0%	3%
55	74*	?	3%
56	14	-11%	2%
57	-6	-2%	-5%
58	-5	-9%&8%	-1%
59	-18	-9%	6%
60	72*	-8%	5%
61	-2	-10%	-13%
62	-2	?	-4%
